miR122 inh: miR-122 inhibition in Huh7 cells; Huh7 miR-122 Renilla luciferase sensor, 48 h; neutral wells = 0, positive control = 100; activation (reporter increase), % at 12.5 µM; 0.3% of 340,000 active;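 active = mean replicate activation score at least 90 and every replicate individually at or above 90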;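 also: higher luciferase means less miR-122 activity so hits act as miR-122 inhibitors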
SIRT5 inh: blocks human SIRT5 desuccinylation of peptide; 1.1% of 330,000 active; inhibition, % at 15 µM; AID 652115; Purified SirT5, succinyl-peptide AMC, trypsin-coupled fluorescence; in the data active = inhibition above about 15%
Target sequence (Q9NXA8 whole entry, looked up): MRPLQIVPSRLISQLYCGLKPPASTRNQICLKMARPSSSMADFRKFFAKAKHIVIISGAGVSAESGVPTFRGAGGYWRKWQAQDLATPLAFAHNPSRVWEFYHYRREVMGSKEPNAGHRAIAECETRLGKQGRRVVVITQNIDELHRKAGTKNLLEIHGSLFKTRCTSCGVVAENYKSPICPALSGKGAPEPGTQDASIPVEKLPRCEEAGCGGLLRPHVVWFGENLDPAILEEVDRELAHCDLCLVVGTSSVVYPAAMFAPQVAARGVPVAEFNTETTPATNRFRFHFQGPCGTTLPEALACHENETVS
Statin myotox sup: suppressors of simvastatin-induced myotoxicity in C2C12 myotubes; ATP luminescence, 48 h; scaled: DMSO 0, geranylgeraniol control 100; rescue of ATP level, % at 7.49 µM; 0.78% of 330,000 active;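 active = mean ATP rescue above about 67%, or every replicate alone reaching that limit, limit read from the data, passing the limit was not always enough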;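 also: myotubes were challenged with 10 µM simvastatin during compound exposure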
ERp5 block: inhibitors of human ERp5; Q15084; ERp5 insulin aggregation, absorbance 650 nm, 90 min; inhibition, % at 9.99 µM; 0.05% of 350,000 active;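 active = mean replicate inhibition above about 25%, with every replicate also reaching it, limit read from the data, passing the limit was not always enough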
Target sequence (Q15084 whole entry, looked up): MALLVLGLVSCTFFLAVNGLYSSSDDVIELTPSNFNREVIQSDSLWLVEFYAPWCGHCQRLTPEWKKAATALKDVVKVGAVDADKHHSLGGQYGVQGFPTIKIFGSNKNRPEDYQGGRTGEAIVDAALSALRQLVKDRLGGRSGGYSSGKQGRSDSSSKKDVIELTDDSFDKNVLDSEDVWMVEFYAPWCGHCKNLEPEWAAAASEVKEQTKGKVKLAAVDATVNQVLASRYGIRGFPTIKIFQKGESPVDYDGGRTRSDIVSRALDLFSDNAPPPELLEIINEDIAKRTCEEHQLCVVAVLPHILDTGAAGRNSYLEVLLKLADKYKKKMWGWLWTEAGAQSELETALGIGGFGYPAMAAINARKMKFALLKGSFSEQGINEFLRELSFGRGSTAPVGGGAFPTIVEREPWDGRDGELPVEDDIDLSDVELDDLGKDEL
esBAF inh: blocks esBAF chromatin remodeling in mouse ES cells. Bmi1-luciferase knock-in reporter, 24 h; 100% = twice the neutral-well signal. reporter increase, % at 12.5 µM. 2% of 350,000 active. AID 602393; in the data active = activation above about 40%;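 also: 0% = median of the plate's neutral control wells and 100% = double that signal; a rise in the Bmi1 reporter signal indicates esBAF inhibition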
ARNT-TACC3 inh: ARNT/TACC3 interaction disruption. AlphaScreen His-ARNT PAS-B/GST-TACC3 binding, luminescence; TACC3 fragment carries E629A point mutation. Q9Y6A5. 0.66% of 390,000 active. inhibition, % at 9.99 µM;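 active = mean inhibition of replicates at least 50% and at least half of replicates each reaching 50%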;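 also: 0% = complete ARNT plus TACC3 wells and 100% = ARNT alone without TACC3; many hits fall short of the cut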
Cneo AK release: causes C. neoformans cell lysis; adenylate kinase release luminescence, 4 h; normalised: neutral wells 0, clomiphene wells 100; 0.2% of 360,000 active; lysis activity, % at 15 µM;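 active = mean lysis activity across replicates of at least 80%, whatever share of replicates individually reach that level; inactive = mean lysis activity below 80%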
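Test system: log-phase Cryptococcus neoformans yeast cells. Input: 5 × 10^6 yeast cells/mL. Medium: fresh YPD growth medium. Doses: single dose. Incubation: static 4 h at 37 °C with compound, 1 h detection. Measured by: luminescent adenylate kinase detection reagent. Read-out: signal increase indicating cell lysis. Benchmarks: Clomiphene.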
Numbers without * were called inactive; nt = no result given; [ ] = dose if it differs, or a comment.

1) CCC(=O)N(Cc1cc2c(C)ccc(C)c2[nH]c1=O)C1CCCCC1
2) O=C(Nc1ccc2c(c1)CCC2)Nc1ccccc1Cl
3) COc1ccc(OCC2NCCc3cc(OC)c(OC)cc32)cc1 (stereo not drawn)
4) CO[C@@H]1CN(C)C(=O)c2ccc(NC(=O)NC(C)C)cc2OC[C@H](C)N(Cc2cncnc2)C[C@H]1C
5) COc1ccccc1CN(C)C(=O)c1ccc(S(=O)(=O)Nc2c(C)n(C)n(-c3ccccc3)c2=O)cc1
6) O=C(N/N=C/c1ccc(Cl)s1)C(O)c1ccccc1 (stereo not drawn)

entry no.,1,2,3,4,5,6
miR122 inh,-5,1,1,2[16.7 µM],-7,123*
SIRT5 inh,nt,-2,-3,nt,2,nt
Statin myotox sup,-1,-3,-2,8,4,17
ERp5 block,nt,10,3,nt,0,6
esBAF inh,-8,79*,-5,-1,-7,6
ARNT-TACC3 inh,1,0,4,nt,2,0
Cneo AK release,0,-4,2,nt,0,0

7) CCC1(C)Cc2c(sc3nnn(CC(=O)Nc4ccc(Cl)cc4)c(=O)c23)CO1 (stereo not drawn)
8) C[C@H]1CN([C@@H](C)CO)C(=O)c2cccc(NS(C)(=O)=O)c2O[C@H]1CN(C)C(=O)Nc1ccccc1
9) COc1ccc(OC)c(NS(=O)(=O)c2ccc(NC(C)=O)cc2)c1
10) O=S1(=O)CC2N=C(N(Cc3ccc(F)cc3Cl)c3ccccc3F)SC2C1 (stereo not drawn)
11) O=C(COC(=O)Cc1ccc(F)cc1)NCc1ccco1
12) C[C@H]1CN([C@@H](C)CO)C(=O)c2cccc(NC(=O)C3CCOCC3)c2O[C@H]1CN(C)Cc1ccc(-c2ccccc2)cc1

entry no.,7,8,9,10,11,12
miR122 inh,-1,8[16.7 µM],-2,nt,-3,-7[16.7 µM]
SIRT5 inh,nt,-6,nt,5,-4,-4
Statin myotox sup,-31,-5,0,nt,5,-21
ERp5 block,nt,8,nt,0,5,1
esBAF inh,5,0,4,nt,-7,-3
ARNT-TACC3 inh,-4,0,1,-6,-13,-1
Cneo AK release,1,-1,0,nt,nt,2

13) O=C(CC1SC(=NCC2CCCO2)NC1=O)Nc1cc([N+](=O)[O-])ccc1Cl (stereo not drawn)
14) COc1cccc(CN(C)C(=O)c2cccc(S(=O)(=O)N3CCN(Cc4ccccc4)CC3)c2)c1OC
15) C[C@@H]1CN([C@H](C)CO)C(=O)c2cccc(NS(=O)(=O)c3ccc(Cl)cc3)c2O[C@@H]1CN(C)Cc1ccc(-c2ccccc2)cc1
16) CCOC(=O)CSc1nnc(-c2cccnc2)n1C
17) CNC(=O)c1ccsc1NC(=O)c1sc2ccccc2c1Cl
18) O=C(O)CC(NC(=O)CCC1CCCCC1)c1cc([N+](=O)[O-])ccc1Cl (stereo not drawn)

entry no.,13,14,15,16,17,18
miR122 inh,-3,-7,-7[16.7 µM],-2,-7,0
SIRT5 inh,10,1,1,-3,nt,-1
Statin myotox sup,1,3,-1,-7,-20,1
ERp5 block,2,22,-7,3,2,-4
esBAF inh,-2,-7,-3,-6,43*,-7
ARNT-TACC3 inh,0,9,2,-60,-11,-25
Cneo AK release,0,-5,51,0,-3,1

Along the list, as entered above:
Cneo AK release for nos. 13–16, in order: 0, -5, 51, 0
miR122 inh for nos. 13–16, in order: -3, -7, -7[16.7 µM], -2
Statin myotox sup for nos. 13–16, in order: 1, 3, -1, -7

(further entries)
19) COc1cccc(C(=O)N2CCOCC2)c1
20) COCCNC(=S)Nc1ccc(N2CCOCC2)c(S(=O)(=O)Nc2ccc(Cl)cc2)c1
21) Cc1ccc(Cl)cc1NC(=O)C(=O)N1CCCCC1
22) O=C(c1ccco1)N1N=C(c2ccncc2)CC1(O)C(F)(F)F (stereo not drawn)
23) Cc1ccc(S(=O)(=O)NC(=O)NCc2ccc(F)cc2)cc1
24) O=C(CSc1nnc(-c2ccccn2)n1Cc1ccccc1)N1CCOCC1

entry no.,19,20,21,22,23,24
miR122 inh,3,-17,nt,nt,nt,nt
SIRT5 inh,-2,-1,-3,0,3,1
Statin myotox sup,-2,7,nt,nt,nt,2
ERp5 block,-5,3,1,-6,-2,8
esBAF inh,-14,4,nt,nt,nt,-1
ARNT-TACC3 inh,0,nt,1,3,-2,2
Cneo AK release,nt,0,nt,nt,nt,1

25) C[C@H](CO)N1C[C@H](C)[C@@H](CN(C)C)Oc2c(NC(=O)Nc3ccc4c(c3)OCO4)cccc2C1=O
26) CC(=O)NCCn1c(SCC(=O)c2ccccc2)nc2ccccc2c1=O
27) Cc1nn(-c2ccccc2)c(C)c1CN(C)C(=O)c1ccc(S(=O)(=O)NCc2ccco2)cc1
28) Cc1ccc(NCN2C(=O)C3CC=CCC3C2=O)cc1 (stereo not drawn)
29) Cc1ccc(NC(=O)CCNS(=O)(=O)c2ccc3c(c2)oc(=O)n3C)c(C)c1
30) CC1=C(C(N)=O)C(c2ccccc2)n2nc(-c3cccs3)nc2N1 (stereo not drawn)

entry no.,25,26,27,28,29,30
miR122 inh,16[16.7 µM],-10,nt,5,-7,4
SIRT5 inh,-2,nt,-1,nt,0,nt
Statin myotox sup,-11,1,-2,nt,nt,3
ERp5 block,1,nt,6,nt,0,2
esBAF inh,10,-7,5,28,nt,-6
ARNT-TACC3 inh,-9,-17,3,-3,-1,1
Cneo AK release,-6,-1,2,nt,nt,0

31) CC1(c2cccc3ccccc23)OC(=O)c2ccccc21 (stereo not drawn)
32) Cc1ccnc(Nc2nc(-c3ccccc3)cs2)c1
33) COCCCNC(=S)N1CCN(c2nc(-c3ccc(F)cc3)cs2)CC1
34) C[C@@H]1CN([C@@H](C)CO)C(=O)Cc2cc(NS(=O)(=O)c3ccccc3)ccc2O[C@@H]1CN(C)Cc1ccccc1
35) CCOc1ncccc1C(=O)Nc1cc(C(F)(F)F)ccc1N1CCOCC1
36) CC1CN(C(=O)CSc2nnc(-c3ccccc3)o2)CC(C)O1 (stereo not drawn)

entry no.,31,32,33,34,35,36
miR122 inh,nt,-8,-4,-4[16.7 µM],4,2
SIRT5 inh,-1,0,2,0,-8,-1
Statin myotox sup,8,13,7,8,1,-11
ERp5 block,-1,-4,2,6,1,2
esBAF inh,-1,8,5,6,7,4
ARNT-TACC3 inh,-7,1,-3,5,nt,-5
Cneo AK release,1,-9,-3,6,-1,-4

Profiles, quoted from the list.
Cc1ccnc(Nc2nc(-c3ccccc3)cs2)c1 is listed as miR122 inh: -8; SIRT5 inh: 0; Statin myotox sup: 13; ERp5 block: -4; esBAF inh: 8; ARNT-TACC3 inh: 1; Cneo AK release: -9
CCOc1ncccc1C(=O)Nc1cc(C(F)(F)F)ccc1N1CCOCC1 is listed as miR122 inh: 4; SIRT5 inh: -8; Statin myotox sup: 1; ERp5 block: 1; esBAF inh: 7; ARNT-TACC3 inh: nt; Cneo AK release: -1

New compounds follow.
37) Cn1c(C(O)c2ccc3c(c2)OCO3)nc2ccccc21 (stereo not drawn)
38) CC1CCCCC12NC(=O)N(CC(=O)c1ccc[nH]1)C2=O (stereo not drawn)
39) O=C(c1ccccn1)N1C[C@H]2[C@@H](c3ccccc31)[C@@H](CO)N2C(=O)CC1CC1
40) Cc1ccccc1NC(=O)Nc1nc(C(N)C2CCCCC2)cs1 (stereo not drawn)
41) CCN(Cc1ccc(OC)c(F)c1)C(=O)C1CCCO1 (stereo not drawn)
42) C=CCOc1cccc(C2NC(=O)c3ccccc3O2)c1 (stereo not drawn)

entry no.,37,38,39,40,41,42
miR122 inh,-4,3,25[16.7 µM],-2,-2,-5
SIRT5 inh,nt,nt,0,-1,2,-1
Statin myotox sup,14,-8,7,-15,1,-2
ERp5 block,nt,nt,-5,1,0,-2
esBAF inh,4,-4,3,8,-1,-6
ARNT-TACC3 inh,7,3,45*,nt,30,-5
Cneo AK release,-1,3,-2,2,-2,-1

43) COC(=O)c1ccc(NC(=O)COc2coc(CN3CCc4ccccc43)cc2=O)cc1
44) Cc1ccc(C)c(NC(=O)CCC(=O)OC(C(=O)c2ccccc2)c2ccccc2)c1 (stereo not drawn)
45) Cc1ccc(OCC(=O)NCCCNC(=O)c2cnccn2)cc1C
46) COc1ccccc1S(=O)(=O)N[C@@H]1C=C[C@@H](CC(=O)N2CCN(C)CC2)O[C@H]1CO
47) NC(=S)N/N=C/c1ccc(OC(=O)c2cccnc2)cc1
48) CC(C)NC(=O)N(C)C[C@@H]1Oc2ccc(NC(=O)Cc3ccccc3)cc2CC(=O)N([C@@H](C)CO)C[C@@H]1C

entry no.,43,44,45,46,47,48
miR122 inh,nt,31,nt,nt,2,-1[16.7 µM]
SIRT5 inh,0,nt,-2,4,-2,-2
Statin myotox sup,7,5,9,0,-46,-5
ERp5 block,2,nt,-1,-3,11,2
esBAF inh,4,-5,-7,-4,-2,3
ARNT-TACC3 inh,1,1,0,-8,-7,-9
Cneo AK release,0,-1,-5,4,0,-1

49) COCCn1c(SCC(=O)NCc2ccco2)nnc1-c1c[nH]c2ccccc12
50) CCc1cc(C(=O)N2CCCC(C(=O)c3ccc(OC)c(F)c3)C2)n(C)n1 (stereo not drawn)
51) CCOc1ccc(-n2c(COc3ccc(C)cc3)nnc2SCC(N)=O)cc1
52) COc1ccc(NC(=O)Nc2ccc3c(c2)C(=O)N([C@@H](C)CO)C[C@H](C)[C@@H](CN(C)C)OCCCC[C@@H](C)O3)cc1
53) COc1ccc(C2N(C(=O)N3CCOCC3)CCN2S(=O)(=O)c2ccc(C)cc2)cc1 (stereo not drawn)
54) CCNC(=O)CSc1nc2ccccc2c(=O)n1-c1cc(OC)ccc1OC

entry no.,49,50,51,52,53,54
miR122 inh,7,-7,-7,5[16.7 µM],-3,-5
SIRT5 inh,-3,-2,nt,6,-3,nt
Statin myotox sup,-4,-7,2,-3,-8,17
ERp5 block,-3,-2,nt,1,-2,nt
esBAF inh,-2,-6,-2,1,8,-3
ARNT-TACC3 inh,nt,-7,-1,29,-17,1
Cneo AK release,1,0,-1,-1,-3,5

55) Cc1ccc(C23CC4CC(CC(CC(=O)NC(C)(C)CO)(C4)C2)C3)cc1
56) C[C@@H]1CCCCO[C@H](CN(C)C(=O)Nc2cccc3ccccc23)[C@@H](C)CN([C@H](C)CO)C(=O)c2cc(NS(=O)(=O)c3cn(C)cn3)ccc2O1
57) CCCC(C)NC(=O)c1sc2nc3n(c(=O)c2c1C)CCC3 (stereo not drawn)
58) Cc1csc(NC(=O)C2CCCC2)n1
59) CNC(=S)Nc1ccc2[nH]c(=O)[nH]c2c1
60) Cc1ccc(NC2=NC(c3ccc(F)cc3)n3c(nc(C)cc3=O)N2)c(C)c1 (stereo not drawn)

entry no.,55,56,57,58,59,60
miR122 inh,nt,-3[16.7 µM],nt,2,-3,-4
SIRT5 inh,-3,nt,4,nt,21*,-5
Statin myotox sup,14,nt,nt,nt,-1,7
ERp5 block,8,nt,1,nt,3,-4
esBAF inh,0,2,nt,23,-9,-5
ARNT-TACC3 inh,-8,-4,-6,6,0,-2
Cneo AK release,2,-15,nt,-2,0,-2

Screening results (PubChem BioAssay)
